Assay outcomes as filed in PubChem BioAssay.
VHR inh abs: blocks human VHR1 dual specificity phosphatase; P51452; recombinant VHR phosphatase, pNPP absorbance; inhibition, % at 13.3 µM; 0.52% of 290,000 active; AID 1654; in the data active = inhibition above about 50%; note: some compounds called inactive have numbers as strong as hits
Target sequence (P51452 whole entry, looked up): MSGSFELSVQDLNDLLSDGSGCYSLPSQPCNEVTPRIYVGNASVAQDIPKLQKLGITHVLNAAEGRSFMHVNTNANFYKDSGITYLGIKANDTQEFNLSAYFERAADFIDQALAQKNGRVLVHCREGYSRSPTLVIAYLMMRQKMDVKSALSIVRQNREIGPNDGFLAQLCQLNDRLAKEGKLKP
TcdB GH inh: inhibitors of Clostridioides difficile toxin B glycohydrolase; inhibition, % at 9.99 µM; AID 652162; 0.24% of 350,000 active; P18177; TcdB glycohydrolase enzymatic assay, plate reader; in the data active = inhibition above about 10%
MazEF act: increases E. coli MazEF RNase cleavage of RNA | AID 504720 | FAM/BHQ RNA-DNA oligo cleavage fluorescence, 5 h | 0.32% of 350,000 active | P0AE70 | activation, % at 20 µM; in the data active = activation above about 50%
Target sequence (P0AE70 whole entry, looked up): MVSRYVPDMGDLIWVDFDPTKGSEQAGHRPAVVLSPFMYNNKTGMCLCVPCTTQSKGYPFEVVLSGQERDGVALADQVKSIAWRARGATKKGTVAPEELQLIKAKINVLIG
Y pestis TopoI: blocks Yersinia pestis topoisomerase I activity; 0.064% of 360,000 active; Y. pestis Topo-I cleavage product accumulation, plate reader; activity, % at 10 µM; AID 504884; in the data active = activity above about 50%, passing the limit was not always enough; note: inactives centre near 2
Vc quorum ag: quorum light induction in luxS cqsA deficient V. cholerae; 0.16% of 350,000 active; activation, % at 18.7 µM; V. cholerae BH1578 lux reporter, luminescence, 6 h; AID 588436; in the data active = activation mostly above about 9.7%, no sharp cut-off; note: not every result past the cut was called active; inactives centre near 0; reference of the scale not given here
Rv3671c inh: Rv3671c (M. tuberculosis) protease inhibition; inhibition, % at 5.96 µM; 0.048% of 320,000 active; AID 2606; in the data active = inhibition above about 38%;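 note: extracellular domain of Rv3671c used as enzyme; 0% = enzyme with DMSO and 100% = no enzyme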
Target sequence (P9WHR9 whole entry, looked up, the tested form may be a part): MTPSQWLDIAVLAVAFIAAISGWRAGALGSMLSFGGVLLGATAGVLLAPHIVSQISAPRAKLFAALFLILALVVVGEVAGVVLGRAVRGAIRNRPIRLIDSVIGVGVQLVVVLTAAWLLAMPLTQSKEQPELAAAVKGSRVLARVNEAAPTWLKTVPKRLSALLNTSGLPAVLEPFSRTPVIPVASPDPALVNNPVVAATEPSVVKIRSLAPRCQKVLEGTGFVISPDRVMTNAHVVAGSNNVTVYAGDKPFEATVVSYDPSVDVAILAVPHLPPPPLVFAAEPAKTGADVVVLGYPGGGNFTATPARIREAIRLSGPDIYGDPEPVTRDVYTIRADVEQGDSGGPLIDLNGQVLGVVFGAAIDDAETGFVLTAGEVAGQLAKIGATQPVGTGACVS
PriA SSB inh: blocks PriA binding to SSB C-terminal tail; AlphaScreen SSBct-PriA binding, biotinylated peptide; inhibition, % at 33 µM; 0.6% of 430,000 active; in the data active = inhibition mostly above about 37%, no sharp cut-off; inactive = mostly below about 20%;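 note: plate controls were negative control peptide for no effect and reference peptide for full effect; strong numbers were not always called active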
CCHF vOTU inh: CCHFV vOTU protease inhibition; 0.55% of 370,000 active; Pep-AMC fluorescence; inhibition, % at 11.5 µM; in the data active = inhibition above about 30%; note: 0% = vehicle wells with enzyme and 100% = no enzyme wells
PrPC surface inh: cell surface PrPC inhibition, primary TR-FRET screen; P04156; TR-FRET read-out; inhibition, % at 13.8 µM; 0.43% of 370,000 active; in the data active = inhibition above about 24%; note: 0% = median of the test wells and 100% = reference compound wells
SARS 3CLpro inh: SARS-CoV 3CLpro protease inhibition | P0C6X7 | recombinant SARS-CoV 3CLpro, quenched FRET peptide cleavage | inhibition, % at 6 µM | 0.14% of 290,000 active | AID 1706; in the data active = inhibition above about 12%
* = called active by the depositor; i = inactive; . = not tested or not shown; & = joins results of further samples.

Start of the listing, in advance, 4 compounds:
structure | VHR inh abs | TcdB GH inh | MazEF act | Y pestis TopoI | Vc quorum ag | Rv3671c inh | PriA SSB inh | CCHF vOTU inh | PrPC surface inh | SARS 3CLpro inh
Cc1c(C(=O)N2CCC(N3CCSCC3)CC2)oc2c(F)cccc12 | -15 | 0.7 | 5 | 17 | -0.3 | -4 | 1 | 11 | 1 | -5
C[C@]12CCC3C(CC[C@H]4C[C@@H](O)CC[C@]34C)C1C/C(=N/O)[C@@H]2O (some centres not stated) | . | 5.5 | 4 | 3 | i | -5 | i | 4 | -8 | .
O=C(CN1C(=O)COc2ccccc21)NCCCN1CCOCC1 | 31 | 0.6 | 7 | 7 | -0.3 | -11 | -5 | -1 | -2 | -2
CCCCCOC(=O)Cn1c(=O)c2c(nc(N3CCOCC3)n2C)n(C)c1=O | 2 | . | 2 | -2 | -0.2 | 0 | -24 | 7 | 4 | -4

The listing, repeating the preview:
structure | VHR inh abs | TcdB GH inh | MazEF act | Y pestis TopoI | Vc quorum ag | Rv3671c inh | PriA SSB inh | CCHF vOTU inh | PrPC surface inh | SARS 3CLpro inh
Cc1c(C(=O)N2CCC(N3CCSCC3)CC2)oc2c(F)cccc12 | -15 | 0.7 | 5 | 17 | -0.3 | -4 | 1 | 11 | 1 | -5
C[C@]12CCC3C(CC[C@H]4C[C@@H](O)CC[C@]34C)C1C/C(=N/O)[C@@H]2O (some centres not stated) | . | 5.5 | 4 | 3 | i | -5 | i | 4 | -8 | .
O=C(CN1C(=O)COc2ccccc21)NCCCN1CCOCC1 | 31 | 0.6 | 7 | 7 | -0.3 | -11 | -5 | -1 | -2 | -2
CCCCCOC(=O)Cn1c(=O)c2c(nc(N3CCOCC3)n2C)n(C)c1=O | 2 | . | 2 | -2 | -0.2 | 0 | -24 | 7 | 4 | -4
COc1ccc(NC(=O)Cn2c(=O)n(-c3ccccc3)c(=O)c3sccc32)c(OC)c1 | 6 | -0.1 | -11 | 6 | -2.1 | 14 | -14 | -5 | 7 | 5
CCOC(=O)c1c(C)n(C)c2cc(OCCN(CC)CC)ccc12 | 4 | . | 6 | 1 | -1.5 | -8 | 3 | -12 | 3 | -2
OC(COc1c(Br)cc(Br)cc1Br)CN1CCOCC1 (configuration not stated) | 19 | . | -2 | 20 | i | . | 6 | -1 | -5 | -1
O=C(Cc1ccc(Cl)cc1Cl)Nc1ccncc1 | 6 | 1.5 | -1 | -2 | -0.3 | -1 | 3 | -5 | 12 | 1
COc1cc(OC)c(NS(=O)(=O)c2ccc(Cl)c(C(=O)OC(C)C(=O)N3CCCC3)c2)cc1Cl (configuration not stated) | -10 | 2.6 | 4 | 5 | i | -1 | 2 | -1 | 9 | -5
O=C(O)C1CCCN(S(=O)(=O)c2ccc(Br)cc2)C1 (configuration not stated) | 21 | . | -1 | -9 | -1.2 | -4 | -7 | -8 | 2 | 2
CCc1nnc(NC(=O)c2nn(-c3ccccc3)nc2C)s1 | 9 | -10 | 6 | 11 | -0.5 | -1 | -14 | -11 | 1 | -2
COc1ccc(CC(=O)OCC(=O)N2CCCc3ccccc32)cc1 | . | 2.3 | 5 | 1 | i | 5 | -7 | 20 | 2 | .
O=c1c2oc3ccccc3c2ncn1Cc1cccc(Cl)c1 | 36 | 0.7 | -3 | 2 | i | 4 | -3 | -2 | 11 | -6
Cc1ccc(NC(=O)CSc2nnc3ccccn23)c(Cl)c1 | . | 1.0 | 9 | 4 | -0.2 | . | . | -3 | 2 | .
CC1CCCCC1Nc1nc2ccc(Cl)cc2n2cnnc12 (configuration not stated) | -24 | -3.2 | -1 | 3 | -0.3 | -5 | 2 | 21 | 34* | 5

(more compounds)
structure | VHR inh abs | TcdB GH inh | MazEF act | Y pestis TopoI | Vc quorum ag | Rv3671c inh | PriA SSB inh | CCHF vOTU inh | PrPC surface inh | SARS 3CLpro inh
Cc1cc(C)c(NC(=O)CSc2nc3ccc(NC(=O)CSc4nnnn4Cc4ccccc4)cc3s2)c(C)c1 | . | . | -1 | 1 | -0.3 | -61 | -19 | 3 | -8 | -1
N/C(=N\OC(=O)COc1ccc2ccccc2c1)c1cccnc1 | 5 | . | -5 | 40 | -0.2 | -6 | . | -5 | 13 | 1
COc1ccc(NC(=O)CCNS(=O)(=O)c2ccccc2F)cc1S(=O)(=O)N1CCOCC1 | . | 0.1 | 10 | 8 | -1.3 | . | -1 | 1 | -5 | .
O=C(NCc1ccccc1)C1CCCN(C(=O)Nc2ccccc2)C1 (configuration not stated) | 16 | . | -5 | 5 | -0.1 | -10 | -13 | 1 | 6 | 1
COc1cccc(C(=O)/C=C/Nc2ccc(S(=O)(=O)Nc3onc(C)c3C)cc2)c1 | 22 | 1.3 | 6 | -3 | -0.3 | -5 | 7 | -1 | 2 | 0
O=C(Nc1ccc(Br)cc1)c1ccc2ncsc2c1 | 2 | 2.7 | 11 | -6 | -0.4 | -18 | -9 | -2 | 5 | -5
CCOc1ccc(OCC)c(NC(=O)CC2Oc3ccccc3NC2=O)c1 (configuration not stated) | 12 | -0.1 | 4 | -10 | -0.3 | -6 | -14 | 6 | -5 | 2
CCNC(=O)c1c(NC(=O)c2cc(-c3cc(C)cc(C)c3O)n[nH]2)sc2c1CCCC2 | . | -1.5 | -55 | 3 | 0.3 | . | 7 | 10 | -1 | .
COC(=O)c1ccc(N2CCN(C)CC2)c(NC(=O)c2cc3ccccc3o2)c1 | 4 | . | 4 | -2 | i | -16 | -7 | -7 | 2 | 1
CN(C)c1ccc(C(=O)/C=C/c2ccccc2)cc1 | 18 | 1.5 | 459* | 13 | -0.5 | 2 | -4 | 7 | 6 | 0
COc1ccc(Cn2cccc(NC(=O)Nc3cccc(OC)c3)c2=O)cc1 | 9 | -0.4 | -22 | 15 | -0.4 | -14 | 21 | 0 | 25* | 2
COC(=O)/C=C/C(=O)Nc1cccnc1 | 12 | . | 2 | 5 | 1.3 | 9 | -6 | -10 | -3 | 1
COc1cccc(C2CC(c3cccs3)=NN2S(C)(=O)=O)c1OC (configuration not stated) | 18 | 2.6 | -3 | 5 | -0.5 | -1 | -4&-11 | 9 | -10 | 1
COc1cc(/C=C/[N+](=O)[O-])ccc1O | 12 | 5.4 | -2 | 2 | 0.8 | 8 | -12 | -5 | -5 | -3
CCC(=O)Nc1ccc(-c2nnc(-c3ccccc3)o2)cc1 | 19 | . | -8 | -1 | 0.5 | 2 | -6 | 1 | 2 | -1

(further entries)
structure | VHR inh abs | TcdB GH inh | MazEF act | Y pestis TopoI | Vc quorum ag | Rv3671c inh | PriA SSB inh | CCHF vOTU inh | PrPC surface inh | SARS 3CLpro inh
O=C(CN(c1ccccc1F)S(=O)(=O)c1ccccc1)Nc1ccccc1C(=O)N1CCOCC1 | 15 | 1.5 | 3 | 2 | -0.5 | 0 | -5 | 7 | -9 | 4
COc1ccc(OC)c(CN2CCC(C(=O)N(C)CCc3ccc(OC)c(OC)c3)CC2)c1 | 11 | 1.2 | 2 | -13 | -0.3 | -1 | 0 | -10 | -9 | 2
CCN(Cc1ccccc1)C(=O)c1ccc(N(C)S(=O)(=O)c2ccc(C)cc2)cc1 | . | -6.2 | -7 | 11 | -0.9 | -1 | -24 | 8 | 22 | .
COc1ccc(S(=O)(=O)N2CCN(Cc3cccc(F)c3)CC2)cc1 | . | 0.0 | 6 | 10 | -0.3 | 2 | -7 | -12 | -2 | .
CC(C)NC(=O)CCCn1cc([N+](=O)[O-])cn1 | 2 | -4.6 | 10 | -7 | -2.9 | 8 | -14 | -2 | -2 | 4
Cc1occc1-c1nnc(SCC(=O)NC2(C#N)CCCC2)n1C | . | 2.4 | 1 | 2 | i | . | -12 | -6 | -5 | .
CN(CC(=O)Nc1ccccc1Br)C(=O)c1ccccc1Sc1ccccc1C#N | . | 1.5 | 0 | 30 | 0.7 | . | -12 | 2 | -5 | .
COc1ccc(NC(=O)CSc2nncs2)cc1S(N)(=O)=O | 18 | 0.5 | 4 | -5 | -0.4 | 5 | -2 | -1 | 0 | 1
O=C(NC(=S)Nc1cccc(O)c1)c1ccco1 | 14 | 1.3 | 5 | -6 | -0.7 | 4 | -10 | 8 | 1 | 4
CC(=O)N1CCN(CC(=O)Nc2cccc(S(=O)(=O)N3CCCCC3)c2)CC1 | . | 3.0 | -4 | 4 | i | 4 | 10 | 7 | 0 | .
COc1ccc(S(=O)(=O)NCCc2c[nH]c3ccc(Cl)cc23)cc1 | 4 | -0.7 | 10 | 4 | i | 0 | 3 | -12 | 0 | 0
COC(=O)COc1nc(C)c2c(c1C#N)CC(C)(C)OC2 | 40 | . | -8 | -5 | 6.1 | -15 | -1 | 7 | 6 | -2
COc1ccc(C2=NN(C(=O)CSc3nccn3C)C(c3ccco3)C2)cc1 (configuration not stated) | . | 1.3 | -2 | 4 | -0.1 | 6 | 15 | 9 | -2 | .
COC1CCN(Cc2c(C(=O)N3C[C@@H](C)O[C@@H](C)C3)nc3ccc(Cl)cn23)CC1 | 44 | 1.3 | -5 | 5 | -0.4 | 2 | 3 | 9 | -1 | -1
CC1=C(C(=O)OCc2ccccc2)C(c2ccc(C)cc2)NC(=O)N1 (configuration not stated) | . | -0.1 | -7 | 5 | i | . | . | 12 | 0 | .

More structures:
structure | VHR inh abs | TcdB GH inh | MazEF act | Y pestis TopoI | Vc quorum ag | Rv3671c inh | PriA SSB inh | CCHF vOTU inh | PrPC surface inh | SARS 3CLpro inh
COc1ccc(C(=O)NC(C)c2cnn(-c3ccccn3)c2C)o1 (configuration not stated) | 18 | -1.5 | -4 | 7 | i | -4 | -6 | 15 | 2 | 0
CCCCCSc1nc2c(c(=O)[nH]c(=O)n2C)n1CCc1ccccc1 | 5 | -0.4 | 8 | 5 | i | 3 | -7 | -4 | -5 | .
COc1ccc(S(=O)(=O)Oc2ccc3ccccc3c2)cc1 | -2 | -0.4 | -10 | 18 | -0.2 | -15 | -52 | -8 | 0 | 5
Nn1c(SCC(=O)Nc2nccs2)nnc1-c1cccnc1 | . | -0.5 | -11 | 0 | i | -10 | 4 | 0 | -10 | .
CN1CC2=CC(O)CC3Oc4c(O)ccc(c4[C@]23C)C1 (some centres not stated) | . | 0.3 | 1 | 1 | -0.6 | -5 | -8 | -2 | -3 | .
O=c1cc(CSc2nc3ccccc3[nH]2)c2ccccc2[nH]1 | 15 | 1.3 | 3 | 1 | -3.8 | 3 | -7 | -9 | -1 | -2
CC(OC(=O)c1ccc(Cl)nc1)C(=O)N1CCc2ccccc21 (configuration not stated) | . | 1.2 | 1 | -4 | i | 3 | -12 | -8 | 5 | .
C=COc1ccc(N2C(=O)c3ccccc3OC2C)cc1 (configuration not stated) | 10 | -2.9 | -7 | -4 | i | 3 | -4 | 1 | -10 | 4
CCN(CC)C(=O)CSc1nc(OC)cc(=O)[nH]1 | -5 | 0.8 | -5 | -5 | -0.3 | -3 | -9 | 13 | 6 | -6
Cc1cc(C(F)F)n2nc(C(=O)Nc3ccc(S(=O)(=O)NC45CC6CC(CC(C6)C4)C5)cc3)nc2n1 | 13 | . | -2 | -9 | i | -3 | -2 | 0 | 2 | -2
CCC(C)(C)n1nnnc1C(c1cc2cccc(C)c2[nH]c1=O)N1CCCC1 (configuration not stated) | -1 | 0.9 | 3 | 11 | i | 4 | 13 | -3 | -3 | 2
O=C(CCCOc1ccc(Cl)cc1Cl)NCc1ccccn1 | 12 | . | -2 | -2 | 0.8 | 9 | -15 | -9 | -2 | 1
CCOc1ccccc1NC(=O)C(c1ccccc1)N1CCN(CC(=O)N2CCCC2)CC1 (configuration not stated) | . | 8.5 | 1 | 6 | 1.3 | 7 | -4 | -2 | 3 | .
O=C(Cn1c(O)c(/C=C2\C=Nc3ccc(Br)cc32)sc1=O)N1CCCC1 | 10 | . | 4 | 10 | -0.3 | -7 | . | -8 | -5 | 1
COc1ccccc1CCNC(=O)C(=O)Nc1cc2c3c(c1)C(C)C(=O)N3CCC2 (configuration not stated) | . | 1.0 | 5 | 16 | -5.3 | -9 | 3 | -5 | 1 | .
Nc1cc(C(=O)OCC(=O)N2CCCC2)ccc1Cl | 22 | . | -7 | -2 | i | -1 | -9 | 4 | 6 | 0
COC(=O)[C@H]1C[C@@H]1[C@H](NC(=O)[C@H]1C[C@@H]1[C@H](NC(=O)OCc1ccccc1)c1ccccc1)c1ccccc1 | 28 | 0.9 | -7 | -8 | i | -10 | -2 | -5 | 6 | -3

This is a subset; the hit share may differ from the screen's.
